# From PubChem BioAssay
# Growth percent in the NCI-60 one-dose screen (48 h, 10 µM unless noted): 100 = growth as untreated, 0 = no growth, -100 = all killed.
# SK-MEL-2 – SK-MEL-2 melanoma; hit rate 4.7% among 77,000; AID 1794763
# BT-549 – BT-549 breast cancer; hit rate 4.4% among 78,000
# MCF7 – MCF7 breast cancer | hit rate 6.3% among 82,000 | AID 1794796
# MDA-MB-231 – MDA-MB-231 breast cancer | hit rate 5% among 81,000 | AID 1794789
# T-47D – T-47D breast cancer. hit rate 5% among 79,000. AID 1794792
# MALME-3M – MALME-3M melanoma; hit rate 5.8% among 78,000
# HS 578T – HS 578T breast cancer | hit rate 4.1% among 78,000
# LOX IMVI – LOX IMVI melanoma | AID 1794757 | hit rate 7.4% among 79,000
# Numbers without * were called inactive; · = not tested or not shown; & = joins results of further samples. How the source made its calls: active means growth percent below 10; inactive means the rest.
no. | SMILES | SK-MEL-2 | BT-549 | MCF7 | MDA-MB-231 | T-47D | MALME-3M | HS 578T | LOX IMVI
1 | S=c1[nH]nc2ccccn12 | 95 | 110 | 94 | 103 | 106 | · | 98 | ·
2 | Cc1ccc2nc3c4ccccc4c4ccccc4c3nc2c1 | 99 | 90 | 78 | 84 | 78 | 87 | 111 | 88
3 | N#Cc1c(-c2ccc(Br)cc2)n2cnnc2[nH]c1=O | 118 | 90 | 99 | 97 | 105 | 96 | 105 | 97
4 | Nc1nc(-c2cccnc2)nn1-c1nc2ccccc2s1 | 100 | 104 | 87 | 94 | 102 | 105 | 98 | 103
5 | C=CCC(=O)N[C@@H](Cc1ccc(-c2cc(Cl)cc(Cl)c2)cc1)[C@@H](O)[C@H](O)C(=O)O | 105 | 89 | 99 | 104 | 76 | 97 | 108 | 98
6 | CCCCc1oc2ccc([N+](=O)[O-])cc2c1C(=O)c1ccc(C#Cc2ccc(C)cc2)cc1 | 99 | 106 | 88 | 92 | 79 | 93 | 96 | 89
7 | OCCOCC(F)(F)F | 119 | 98 | 105 | 124 | 104 | 100 | · | 112
8 | O=C(O)CN1C(=O)c2ccccc2C1=O | 98&107 | 117&97 | 94&91 | 100&97 | 99&88 | 151&103 | 101&91 | 95&93
9 | COc1ccc(-c2cc(-c3ccc(OC)c(OC)c3)nc(SCCCCCCC(=O)O)n2)cc1 | 112 | 107 | 94 | 102 | 96 | 109 | 100 | 96
10 | Cc1ccc(-c2c(C#N)c(N)nc3c2CCCC3C)cc1 (stereo unspecified) | 107 | 118 | 102 | 110 | 71 | 120 | 81 | 96
11 | CCOC(=O)/C(C#N)=C1/C(=O)Nc2ccccc21 | 122 | 112 | 103 | 116 | 99 | 108 | 121 | 99
12 | COc1ccc(NCc2cn(-c3ccc(C(=O)O)cc3)nc2-c2ccc(F)cc2)cc1 | 112 | 111 | 86 | 105 | 93 | 98 | 97 | ·
13 | COc1ccc([C@H]2c3[nH]c4ccccc4c3C[C@H]3C(=O)N(C4CCN(Cc5c(Cl)cccc5Cl)CC4)CC(=O)N23)c(OC)c1 | 103 | 119 | 84 | 93 | 84 | 91 | 88 | 99
14 | O=C1N/C(=N\c2ncn[nH]2)S/C1=C\c1cccc([N+](=O)[O-])c1 | 70 | 73 | 57 | 85 | 73 | 89 | 70 | 58
15 | O=C(Nc1ccc(C2=NCCN2)cc1)c1ccc(Cl)c(C(=O)Nc2ccc(C3=NCCN3)cc2)c1 | · | · | 87 | 110 | 93 | 99 | 101 | 101
16 | Cc1ccc(-c2c3c(C)nn(-c4ccccc4)c3nc3nc[nH]c(=O)c23)cc1 | 113 | 117 | 88 | 113 | 103 | 107 | 101 | 100
17 | Cc1ccc2nc(/C=C/c3ccc(N(C)C)cc3)cc(C)c2c1 | 35 | 32 | 10 | 38 | 35 | 40 | 35 | 34
18 | CSc1nc(N)c2[nH]c(-c3cc4ccccc4[nH]c3=O)nc2n1 | 74 | 48 | 66 | 99 | 73 | 91 | 95 | 70
19 | CSC1=Nc2c(c(C)c(-c3ccccc3)n2CCCC(=O)O)C2=NC(=O)C[C@H](C)N12 | 107 | 105 | 89 | 138 | 113 | 102 | 98 | 95
20 | CCOC(=O)c1ccc2c(c1)nc(NC(=O)c1ccncc1)n2CCCOC(C)C | 90 | 68 | 53 | 79 | 42 | 78 | 96 | 57
21 | Cc1ccc(S(=O)(=O)OC[C@]23CCC(C)(C)C[C@H]2[C@@H]2NCC[C@@H]4[C@@]5(C)CCCNC(C)(C)[C@@H]5CC[C@@]4(C)[C@]2(C)CC3)cc1 | 102 | 98 | 74 | 86 | 71 | 108 | 90 | 94
22 | COc1ccc(-c2ccc(NNC(=O)c3ccc(F)cc3)nn2)cc1OC | 94 | 58 | 51 | 36 | 20 | 99 | 41 | 44
23 | COc1cc2oc(-c3cccc(NC(=O)c4cc(N)ccc4Cl)c3)cc(=O)c2c(OC)c1OC | 110 | 89 | 96 | 88 | 62 | 100 | 114 | 87
24 | CC(C)(O)Cc1ccccc1Cl | · | 105 | 98 | 108 | 93 | 103 | 101 | 106

# Rewritten with one line to a screen: entries from further up.
[19] CSC1=Nc2c(c(C)c(-c3ccccc3)n2CCCC(=O)O)C2=NC(=O)C[C@H](C)N12
[20] CCOC(=O)c1ccc2c(c1)nc(NC(=O)c1ccncc1)n2CCCOC(C)C
Compound | 19 | 20
SK-MEL-2 | 107 | 90
BT-549 | 105 | 68
MCF7 | 89 | 53
MDA-MB-231 | 138 | 79
T-47D | 113 | 42
MALME-3M | 102 | 78
HS 578T | 98 | 96
LOX IMVI | 95 | 57

# The listing continues:
no. | SMILES | SK-MEL-2 | BT-549 | MCF7 | MDA-MB-231 | T-47D | MALME-3M | HS 578T | LOX IMVI
25 | CN1CCC(OC2c3ccccc3CCc3ccccc32)CC1 | 113 | 91 | 91 | 75 | 95 | 102 | 87 | 91
26 | CCOc1ccc(-c2nc3ccc(-c4nc5ccc(N6CCN(CCN(C)C)CC6)cc5[nH]4)cc3[nH]2)cc1 | 83 | 93 | 40 | 130 | 79 | 36 | 93 | 108
27 | COc1ccc(-c2[nH]c3ncc(-c4ccc(Cl)cc4)n3c(=O)c2C#N)cc1 | 112 | 105 | 104 | 92 | 94 | 103 | 103 | 97
28 | Nc1cccc(N2N=C(C(=O)O)CC2=O)c1 | 98 | 101 | 103 | 103 | 96 | 109 | 103 | 103
29 | Cc1ccc(/C=C/CC(=O)Nc2ccc(C(=O)Nc3ccc(F)cc3N)cc2)cn1 | 61 | 73 | 40 | 69 | 29 | 41 | 57 | 49
30 | NNC(=O)c1ccccc1[N+](=O)[O-] | 116 | 97 | 90 | 104 | 103 | 103 | 114 | 100
31 | O=C1CC(c2ccccc2O)Oc2ccccc21 (stereo unspecified) | 112 | 97 | 75 | 80 | 58 | 97 | 97 | 87
32 | CC(C1=C(CN(CCc2ccccc2)C(=O)Cc2cn(-c3ccccc3)nc2-c2ccc(Cl)cc2)Cc2ccccc21)c1ccccn1 (stereo unspecified) | 69 | 109 | 83 | 69 | 84 | · | 92 | 83
33 | N#CC1=C(N)OC2=C(C(=O)c3ccccc3C2=O)C1c1ccc(F)cc1 (stereo unspecified) | 90 | 79 | 77 | 84 | 88 | 102 | 91 | 60
34 | N#Cc1c(-c2cccs2)cc(-c2cnccn2)nc1SCc1ccccc1 | 101 | · | 91 | 67 | 97 | 90 | 91 | 87
35 | N#C/C(=C\c1ccc(-c2cc(Cl)ccc2Cl)o1)c1nc(-c2ccccc2)cs1 | 98 | 98 | 80 | 87 | 93 | 97 | 92 | ·
36 | NS(=O)(=O)c1ccc(CCn2c(SCC(=O)N/N=C/c3ccccc3[N+](=O)[O-])nc3ccccc3c2=O)cc1 | 57 | 86 | 71 | 73 | 55 | 106 | 85 | 73

# Arranged by heavy-atom count (rising): some entries from above.
no. | SMILES | SK-MEL-2 | BT-549 | MCF7 | MDA-MB-231 | T-47D | MALME-3M | HS 578T | LOX IMVI
30 | NNC(=O)c1ccccc1[N+](=O)[O-] | 116 | 97 | 90 | 104 | 103 | 103 | 114 | 100
31 | O=C1CC(c2ccccc2O)Oc2ccccc21 (stereo unspecified) | 112 | 97 | 75 | 80 | 58 | 97 | 97 | 87
33 | N#CC1=C(N)OC2=C(C(=O)c3ccccc3C2=O)C1c1ccc(F)cc1 (stereo unspecified) | 90 | 79 | 77 | 84 | 88 | 102 | 91 | 60
34 | N#Cc1c(-c2cccs2)cc(-c2cnccn2)nc1SCc1ccccc1 | 101 | · | 91 | 67 | 97 | 90 | 91 | 87
29 | Cc1ccc(/C=C/CC(=O)Nc2ccc(C(=O)Nc3ccc(F)cc3N)cc2)cn1 | 61 | 73 | 40 | 69 | 29 | 41 | 57 | 49
32 | CC(C1=C(CN(CCc2ccccc2)C(=O)Cc2cn(-c3ccccc3)nc2-c2ccc(Cl)cc2)Cc2ccccc21)c1ccccn1 (stereo unspecified) | 69 | 109 | 83 | 69 | 84 | · | 92 | 83

# Continuation:
no. | SMILES | SK-MEL-2 | BT-549 | MCF7 | MDA-MB-231 | T-47D | MALME-3M | HS 578T | LOX IMVI
37 | O=C(CCn1c[n+](CC(=O)c2ccc(F)cc2F)c2ccccc21)Nc1cccc2cccnc12 | 96 | 86 | 98 | 90 | 95 | · | 82 | 88
38 | CC1(C)CC[C@]2(C(=O)NCc3cn(C4OC(CO)C(O)C(O)C4O)nn3)CC[C@]3(C)C(=CC[C@@H]4[C@@]5(C)Cc6c([nH]c7ccccc67)C(C)(C)[C@@H]5CC[C@]43C)[C@H]2C1 (stereo partly specified) | 86 | 95 | 87 | 97 | 87 | 96 | 93 | 92
39 | Nc1cc2c(cc1[N+](=O)[O-])-c1ccccc1/C2=N\O | 100 | 55 | 106 | 97 | 105 | 118 | 69 | 69
40 | C[C@]12CC[C@@H]3c4ccc(O)cc4CC[C@H]3[C@@H]1CC[C@@H]2NS(=O)(=O)c1cccc(Cl)c1 | · | 61 | 26 | 55 | 28 | 62 | 73 | ·
41 | COc1cc2c(cc1OCCCCCCN1CCN(CC(=O)Nc3ccc(Cl)cc3C(=O)c3ccccc3Cl)CC1)N=CC1CCCN1C2=O (stereo unspecified) | -70* | · | -7.2* | -100* | -58* | -92* | -84* | -94*
42 | NCC(=O)NCC(=O)OCc1ccccc1 | · | 101 | 91 | 107 | 96 | 98 | 104 | 98
43 | c1ccc2c(c1)-c1ccccc1C2N1CCOCC1 | · | 101 | 103 | 106 | 99 | · | 101 | 89
44 | Cc1cc(Cl)nc(NCc2cc(Nc3ccnc4cc(Cl)ccc34)ccc2F)n1 | 77 | 66 | 17 | 54 | 25 | 77 | 67 | 10
45 | C=CCOc1ccccc1/C=c1\sc2ncnn2c1=O | 88 | 111 | 82 | 108 | 91 | 105 | 107 | 90
46 | Cc1ccc(/C=N/Nc2ccc([N+](=O)[O-])cn2)cc1 | 100 | 108 | 85 | 92 | 86 | 118 | 117 | 91
47 | CCCCc1nc2c(N)nc3ccccc3c2n1CC(C)C | 89 | 90 | 71 | 79 | 67 | 87 | 98 | 69
48 | O=C1[C@H]2Cc3c([nH]c4ccccc34)[C@@H](c3ccc(Br)cc3)N2C(=O)CN1C1CCN(Cc2c(Cl)cccc2Cl)CC1 | 98 | 104 | 57 | 71 | 71 | 92 | 88 | 82
49 | COC(=O)c1ccc(NC(=O)CNNc2nc3ccccc3c(=O)n2-c2ccccc2)cc1 | 104 | 89 | 91 | 97 | 105 | 93 | 91 | 94
50 | COc1cc2c(c(O)c1OC)C(=O)NC1CCCC=C21 (stereo unspecified) | 112 | 90 | 92 | 87 | 80 | 109 | 91 | 69
51 | Cc1noc(C)c1CSc1ccccc1C(=O)N1CCN(c2cccc(C(F)(F)F)c2)CC1 | 85 | 61 | 79 | 66 | 49 | 85 | 90 | 75
52 | Nc1ncnc2c1cnn2Cc1ccccc1 | 103 | 78 | 88 | 102 | 87 | 90 | 90 | 90
53 | O=C(CBr)OCCC1CCCCC1 | 104 | 102 | 89 | 113 | 102 | 95 | 108 | 102
54 | Cc1cc(Nc2ccc(Cl)cc2)n2nc(C(F)(F)F)nc2n1 | 109 | 77 | 90 | 105 | 83 | 99 | 95 | 103
55 | N#CCc1cnc2ccccc2n1 | 91 | 96 | 92 | 81 | 92 | · | 90 | 89
56 | COc1ccc(/C=C2\Oc3ccc(O)c(O)c3C2=O)cc1 | 105 | 102 | 99 | 102 | 95 | 104 | 101 | 100
57 | CC(=O)c1sc(-c2cccc(C(F)(F)F)c2)cc1N | 98 | 103 | 71 | 97 | 91 | 119 | 89 | 105
58 | COc1ccccc1NC(=O)COc1ccc(/C=C2/Oc3cc4occc4c(OC)c3C2=O)cc1OC | 108 | 93 | 99 | 100 | 86 | 115 | 112 | 99
59 | O=C(O)c1ccc(-c2nn(-c3ccc(C(F)(F)F)cc3)cc2CNc2cccc(Cl)c2F)cc1 | 83 | 89 | 80 | 95 | 76 | 120 | 93 | 84
60 | COc1ccc(C(=O)Nc2ccc(-c3cc(=O)c4c(OC)c(OC)c(OC)cc4o3)cc2)cc1 | 101 | 72 | 93 | 92 | 96 | 96 | 91 | 97
61 | COc1ccc(C(=O)COc2cccc(/C=C3\CSc4ccc(C)cc4C3=O)c2)cc1 | 80 | 108 | 31 | 79 | 80 | 98 | 110 | 74
62 | COc1ccc(-c2nc3sccn3c2/C=C/C(=O)c2cccs2)cc1 | 110 | 103 | 68 | 105 | 87 | 90 | 207 | 105
63 | CC[C@H](Nc1ncnc2nc[nH]c12)c1nc2cccc(CC(=O)c3ccc(C(=O)OC)cc3)c2c(=O)n1-c1ccccc1 | 94 | 79 | 79 | 93 | 74 | 80 | 94 | 91
64 | CS(=O)(=O)OCC1NC(=O)C(COS(C)(=O)=O)NC1=O (stereo unspecified) | 89&75 | 30&78 | 85&93 | 104&108 | 105&104 | 103&98 | 106&193 | 90&94
65 | CCc1c(C)cc(Cl)c2c1C(=O)N(c1ccccc1)C2C(=O)Nc1ccccc1 (stereo unspecified) | 90 | 103 | 93 | 99 | 100 | 105 | 106 | 94
66 | O=C(c1cc2n(n1)CC(c1ccccc1)N2)N1CCOCC1 (stereo unspecified) | 111 | 114 | 97 | 104 | · | 104 | 113 | 99
67 | CC(C)C(=O)c1ccco1 | 94 | 97 | 96 | 103 | 87 | 98 | · | 97
68 | COc1ccc(-c2c(NC(C)=O)noc2-c2cc(OC)c3c(c2)OCO3)cc1 | 96 | 95 | 90 | 101 | 89 | 105 | 108 | 96
69 | N#Cc1nc(-c2ccccc2)oc1S(=O)(=O)N1CCN(CCc2ccccn2)CC1 | 108 | 107 | 28 | 39 | -24* | -67* | 106 | -79*
70 | CCOC(=O)c1ccc[nH]1 | 99 | 78 | 93 | 126 | 93 | 88 | 95 | 94
71 | COC(=O)[C@H](C)NC(=O)c1cccc(-c2cc(=O)c3c(OC)c(OC)c(OC)cc3o2)c1 | 107 | 101 | 87 | 100 | 101 | 93 | 106 | 100
72 | Cc1cccc(C2CC(c3ccccc3Cl)=NN2c2ccc(-c3ccccc3)nn2)c1 (stereo unspecified) | 97 | 94 | 80 | 92 | 62 | 89 | 94 | ·
73 | Cc1nn(-c2ccc(Br)cc2)c2nc3[nH]c(=O)[nH]c(=O)c3nc12 | 111 | 94 | 93 | 110 | 102 | 108 | 104 | ·
